# GlmU inhibition: inhibition of mycobacterial GlmU enzyme – biochemical, glucosamine-1-phosphate acetyltransferase (AID 1376); M. tuberculosis GlmU acetyltransferase enzyme assay; higher % means a stronger effect; inhibition, %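 (tested at 30 µM in the primary screen)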, or IC50 in µM where a hit was titrated; 0.25% of 220,000 active; in the data active means inhibition above about 13%; inconclusive means no clear call, values can overlap the other calls;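 further: 0% = complete reaction with vehicle and 100% = reaction without substrate; strong numbers were not always called active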
# RmlCD inh 1536: inhibitors of Mycobacterium tuberculosis RmlC and RmlD coupled enzymes; RmlC+RmlD coupled enzyme assay, percent inhibition; primary screen in compound mixtures; inhibition, % at 3.6 µM; 0.03% of 160,000 active; AID 1533; in the data active means inhibition mostly above about 34%, no sharp cut-off; inconclusive means no clear call, values can overlap the other calls; inactive means mostly below about 22%; further: some results filed as inactive read as strong as hits
# Target sequence (P9WH09 whole entry, looked up): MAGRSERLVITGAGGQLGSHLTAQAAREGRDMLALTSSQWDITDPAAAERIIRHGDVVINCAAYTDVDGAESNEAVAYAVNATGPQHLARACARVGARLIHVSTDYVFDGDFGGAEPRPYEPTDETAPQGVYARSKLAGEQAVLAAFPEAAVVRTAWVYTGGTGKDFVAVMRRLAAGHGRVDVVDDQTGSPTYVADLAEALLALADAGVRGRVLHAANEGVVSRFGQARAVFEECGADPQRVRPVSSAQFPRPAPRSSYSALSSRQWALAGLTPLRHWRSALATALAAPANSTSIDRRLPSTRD
# Target sequence (P9WH11 whole entry, looked up): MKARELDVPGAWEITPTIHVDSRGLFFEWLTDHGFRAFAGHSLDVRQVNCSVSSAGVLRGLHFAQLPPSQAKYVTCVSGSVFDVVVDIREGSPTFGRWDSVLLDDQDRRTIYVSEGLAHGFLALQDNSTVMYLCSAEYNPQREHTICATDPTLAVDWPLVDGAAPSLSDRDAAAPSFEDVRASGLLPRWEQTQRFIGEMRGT
# The depositor's hits bear a star; ? = inconclusive; . = not tested or not shown.
SMILES,GlmU inhibition,RmlCD inh 1536
CN(C)CCNc1ncnc2c1sc1nc(-c3ccccc3)c3c(c12)CCCC3,-19%,.
CCCN(CCC)C(=O)CCSCCC(=O)N(CCC)CCC,-4.5%,4
COc1ccc(OC)c(C(=O)/C=C/c2ccccc2C(F)(F)F)c1,.,-3
COc1ccc(C2=NN(C(=O)CSc3nnc(-c4ccccc4F)o3)C(c3ccco3)C2)cc1 (stereo unspecified),-0.6%,14
COc1ccc(NC(=O)Nc2ccc(Br)cn2)cc1OC,0.4%,8
O=C(/C=C/c1ccc(N2CCOCC2)cc1)c1ccccc1,-2.8%,.
COC(CNC(=O)c1ccc2c3c(onc13)-c1ccccc1C2=O)OC,5.3%,65
Cc1ccc(NC2=C(Cl)C(=O)OC2OC(C)C)cc1 (stereo unspecified),1.0%,-57
CC(C(=O)Nc1ccccc1-c1ccccc1)N1CCN(Cc2ccccc2)CC1 (stereo unspecified),-1.0%,-7
Cc1nn(CCS(=O)(=O)c2ccc(Cl)cc2)c(C)c1Br,-2.4%,13
CC(=O)c1cccc(-c2ccc3c(=O)[nH]c(Nc4ccccc4)cc3c2)c1,2.7%,.
COc1cc(/C=N/NC(=O)CN(CCc2ccccc2)S(=O)(=O)c2ccc(NC(C)=O)cc2)cc(OC)c1OC,-3.8%,14
CCn1cc(Br)c(C(=O)NC(C)c2ccccc2)n1 (stereo unspecified),-5.3%,.
COc1ccc(CN2C(=O)NC3(CCCc4ccccc43)C2=O)cc1F (stereo unspecified),7.0%,-4
O=C(Nc1ccc([N+](=O)[O-])cc1)N1CCCCC1,2.4%,-9
CCn1nnnc1SCC(=O)Nc1nc2ccc(OC)cc2s1,5.1%,.
O=C(N/N=C/c1c[nH]c2ccccc12)c1cccc([N+](=O)[O-])c1,-2.8%,-42
O=C(COc1ccc(S(=O)(=O)N2CCCC2)cc1Cl)NCc1ccc2c(c1)OCO2,8.1%,26
O=C(NNS(=O)(=O)c1ccc(Cl)cc1)c1cccc(S(=O)(=O)N2CCOCC2)c1,0.6%,-8
CC(=O)Nc1ccc(S(=O)(=O)NCC(=O)OCC(=O)N2CCc3ccccc32)cc1,1.2%,-6
O=C(NNC(=S)Nc1ccc(F)cc1)c1ccccc1OC(F)F,-2.6%,11
CCOC(=O)Cn1nc(C)c(NC(=O)COc2ccc(OC)cc2)c1C,0.8%,8
COc1ccccc1C(=O)N1CCN(Cc2ccc3c(c2)OCO3)CC1,2.3%,.
Cc1ccc(OC(C)C(=O)N/N=C/c2ccccn2)cc1 (stereo unspecified),-2.9%,-6
O=C(Nc1cccnc1Cl)c1ccc(=O)oc1,-4.3%,-2
O=C(O)c1cccc(S(=O)(=O)Nc2ccccc2Cl)c1,2.5%,.
CCC(C)C(=O)N1CCCC(c2nc(-c3cccs3)no2)C1 (stereo unspecified),0.5%,-12
O=C(c1ccco1)N1CCN(CC(=O)N(C2CCCCC2)C2CCS(=O)(=O)C2)CC1 (stereo unspecified),4.8%,9
COc1ccc(C2(NC(C)=O)CCN(C(=O)c3cccs3)CC2)cc1,-0.4%,.
CC(=O)N(CCC1(C(C)C)CCOC(C)(C)C1)Cc1ccco1 (stereo unspecified),3.1%,4
CCCCN(CC(=O)NC(C)(C)C)C(=O)C(=O)Nc1ccc2c(c1)OCCO2,-0.3%,-4
NC(=O)c1ccccc1OC1CCC1,8.3%,-10
CCn1cc(S(=O)(=O)Nc2ccc3c(c2)OCCO3)cn1,-3.2%,-6
Cc1cccc(C)c1NC(=O)CCCSc1nc2ccccc2s1,-3.3%,5
N#C/C(=C\c1c(F)cccc1Cl)c1nn(-c2ccccc2)c(-n2cccc2)c1C#N,2.3%,3
CCc1cccc(OCCCn2ccnc2)c1,4.4%,-4
Cn1c2c(c(=O)n(C)c1=O)C(C(F)(F)F)(C(F)(F)F)N=C(CCC1CCCCC1)N2,-0.3%,29
CCCC(=O)Nc1cc(-c2nn(C)c(=O)c3ccccc23)ccc1N1CCCCC1,3.3%,.
O=C(/C=C/c1ccco1)N1CCCC(c2ccccc2)C1 (stereo unspecified),-3.8%,-1
c1ccc(CC2CCN(c3nc4ccccc4n4nnnc34)CC2)cc1,-0.9%,-6
Cc1ccc(Sc2ncccc2NC(=O)c2ccccc2Cl)cc1,4.2%,-2
CCCNC(=O)c1ccccc1NS(=O)(=O)c1ccc2c(c1)OCCO2,3.1%,.
Cc1ccc(C(=O)c2sc3nc4c(cc3c2N)CCC4)cc1,-1.8%,.
NC(=O)C(=CNc1nc(-c2ccc(Cl)c(Cl)c2)cs1)C(N)=O,4.4%,10
Cc1ccsc1C(=O)Nc1ccc2c(c1)OCCO2,-0.5%,9
CCN(Cc1cc2ccccc2[nH]c1=O)C(=O)c1cccnc1,-2.6%,?
CN1CCc2c(sc3c2c(=O)n(-c2ccccc2)c2nncn32)C1,2.2%,5
CNC(=O)c1cc(Nc2nnc(C)c3ccccc23)ccc1OC,1.1%,-11
COc1ccc(-n2cc(C(=O)c3ccccc3O)cn2)cc1,-0.3%,.
COCCCNC(=S)N/N=C/c1ccc2ccccc2c1,-3.2%,23
N=c1c2c3c(sc2ncn1CCCN1CCOCC1)CCCCC3,-2.8%,5
CC(Oc1ccccc1F)C(=O)NCCN1CCCCC1 (stereo unspecified),2.8%,.
CC(C)N1CCN(Cc2nc(-c3ccccc3)cs2)CC1CCO (stereo unspecified),-0.1%,-15
NS(=O)(=O)c1cccc(NS(=O)(=O)c2ccc(/C=C/C(=O)O)cc2)c1,-3.1%,4
CCOc1cc(NC(=O)c2ccco2)c(OCC)cc1NC(=O)c1cc(OC)c(OC)c(OC)c1,3.2%,.
Cc1ccc(S(=O)(=O)N(C)Cc2ccc(C(=O)NN=C(CC(C)C)CC(C)C)cc2)cc1,2.9%,-10
O=C(NCc1cccc(C(F)(F)F)c1)C1CC(c2ccccc2F)=NO1 (stereo unspecified),-2.0%,.
CNCc1c(OCc2ccc(F)cc2)ccc2ccccc12,-7.4%,-9
CCOC(=O)Cc1nnc(NC(=O)c2ccco2)s1,0.5%,.
Cc1ccc(C(=O)NC(=S)Nn2cnnc2)cc1,-4.6%,7

# More records follow:
SMILES,GlmU inhibition,RmlCD inh 1536
CCOC(=O)C1=C(C)OC(N)=C(C#N)C1c1ccc(OC)c(C)c1OC (stereo unspecified),8.8%,.
Cc1ccc(C(C(=O)NCc2ccco2)N(C(=O)CNC(=O)c2cccs2)c2ccc(C)cc2C)cc1 (stereo unspecified),-0.7%,-2
CCCCNC(=S)Nc1ccc(Oc2ccccc2)cc1,0.8%,-10
CN(C)CCCN1C(=O)CSC1c1ccccc1 (stereo unspecified),8.2%,10
Cc1cc(Cl)ccc1OCC(=O)N(Cc1ccco1)C1CCS(=O)(=O)C1 (stereo unspecified),-4.3%,-3
C/C(CC(=O)N1CCN(C=O)CC1)=N\NC(=O)c1ccc([N+](=O)[O-])cc1,6.7%,-7
CCOC(=O)Cn1c(C)nc2c(C(=O)OCC)sc(C)c2c1=O,1.5%,-6
CCCCn1c(=S)[nH]c2c(oc3ccc(Cl)cc32)c1=O,4.7%,.
O=C(COC(=O)c1cccs1)NCc1ccc2c(c1)OCO2,1.6%,0
CC(=O)Nc1ccc(S(=O)(=O)Oc2ccc(N3C(=O)C4CCCCC4C3=O)cc2)cc1 (stereo unspecified),-1.6%,-9
Cc1cccc(CC2SC(N3CCN(c4ccccc4)CC3)=NC2=O)c1 (stereo unspecified),0.1%,.
CCOC(=O)CC1C(=O)NCCN1S(=O)(=O)c1ccc(Cl)cc1 (stereo unspecified),0.8%,.
COC1CCN(C(=O)CC2C(=O)NCCN2CC2CCCCC2)CC1 (stereo unspecified),3.1%,-11
COc1ccccc1-c1ccc(SCc2ccc(C)cc2)nn1,-1.7%,-14
O=CNc1ccc(S(=O)(=O)NCc2ccccc2)cc1,-1.2%,.
COc1ccc2nc(SCC(=O)Nc3c(C)cc(C)cc3C)[nH]c2c1,1.0%,.
CCOc1ccc(S(=O)(=O)Nc2cccnc2)cc1,-4.8%,.
CC(C)C(C)(C#N)NC(=O)CSc1nc2scc(-c3ccc(F)cc3)c2c(=O)n1Cc1ccccc1 (stereo unspecified),-3.1%,3
CC(C)CN1C(=O)/C(=C(/C#N)C(=O)NC2CCCCC2)c2ccccc21,2.8%,7
c1ccc(-c2ncc3ccccn23)cc1,-8.1%,-2
Cc1cccc(NC(=O)CSc2nc3ccccc3c3nc(CCc4c(C)n[nH]c4C)nn23)c1,-1.6%,.
CCCc1c(C(=O)Nc2ccc(N3CCOCC3)cc2)cnn1-c1ccccc1,-3.7%,6
Cc1ccsc1C(=O)OCC(=O)c1cc(C)n(CC2CCCO2)c1C (stereo unspecified),2.7%,.
COc1cc(CNn2nnnc2N)cc(Br)c1OCc1c(Cl)cccc1Cl,-0.4%,-4
CNC(=S)/N=C(/Nc1ccccc1)c1ccccc1,3.8%,-9
Cc1nc2c(C(=O)N3CCCC3)cnn2c(C)c1Cc1c(F)cccc1Cl,3.0%,-1
CCNC(=O)n1nccc1C(C)Oc1cccc(C(F)(F)F)c1 (stereo unspecified),-1.4%,-14
Cc1cc(/C=C(\C#N)C(=O)O)c(C)n1-c1ccc(Br)cc1,4.3%,.
COC(=O)c1sc2cc([N+](=O)[O-])cc(SCC(C)C)c2c1N,0.9%,-8
O=C(Nc1ccc(O)cc1)C1CCCN1S(=O)(=O)c1ccc(F)cc1 (stereo unspecified),-0.8%,6
O=CN1CCN(S(=O)(=O)c2ccc(Cl)c(C(=O)O)c2)CC1,-4.0%,-11
Cc1ccc(F)cc1NCC(=O)Nc1ccc(Br)cc1,-3.3%,8
Cc1nc(C(C)NC(=O)CCc2nnc(CCCc3ccccc3)o2)c(C)s1 (stereo unspecified),7.5%,10
Cc1ccc(C)c(NC(=O)C2C3CCCC2C3c2ccccc2)c1 (stereo unspecified),1.6%,.
O=C(Nc1ccc(F)cc1F)Nc1ccc(F)cc1F,-5.9%,6
CC(NC(=O)/C=C/c1ccc(Br)cc1)c1ccc(Cl)cc1 (stereo unspecified),-0.2%,.
O=C(N/N=C/c1ccco1)c1csc2c1CCCC2,1.8%,4
CCN(CC)CCNC(=O)C(C(=O)c1ccccc1)n1ccccc1=O (stereo unspecified),-0.1%,-6

# Gathered by group: the entries above with an aryl methoxy group (16)
SMILES,GlmU inhibition,RmlCD inh 1536
COc1ccc(OC)c(C(=O)/C=C/c2ccccc2C(F)(F)F)c1,.,-3
COc1ccc(C2=NN(C(=O)CSc3nnc(-c4ccccc4F)o3)C(c3ccco3)C2)cc1 (stereo unspecified),-0.6%,14
COc1ccc(NC(=O)Nc2ccc(Br)cn2)cc1OC,0.4%,8
COc1cc(/C=N/NC(=O)CN(CCc2ccccc2)S(=O)(=O)c2ccc(NC(C)=O)cc2)cc(OC)c1OC,-3.8%,14
COc1ccc(CN2C(=O)NC3(CCCc4ccccc43)C2=O)cc1F (stereo unspecified),7.0%,-4
CCn1nnnc1SCC(=O)Nc1nc2ccc(OC)cc2s1,5.1%,.
CCOC(=O)Cn1nc(C)c(NC(=O)COc2ccc(OC)cc2)c1C,0.8%,8
COc1ccccc1C(=O)N1CCN(Cc2ccc3c(c2)OCO3)CC1,2.3%,.
COc1ccc(C2(NC(C)=O)CCN(C(=O)c3cccs3)CC2)cc1,-0.4%,.
CNC(=O)c1cc(Nc2nnc(C)c3ccccc23)ccc1OC,1.1%,-11
COc1ccc(-n2cc(C(=O)c3ccccc3O)cn2)cc1,-0.3%,.
CCOc1cc(NC(=O)c2ccco2)c(OCC)cc1NC(=O)c1cc(OC)c(OC)c(OC)c1,3.2%,.
CCOC(=O)C1=C(C)OC(N)=C(C#N)C1c1ccc(OC)c(C)c1OC (stereo unspecified),8.8%,.
COc1ccccc1-c1ccc(SCc2ccc(C)cc2)nn1,-1.7%,-14
COc1ccc2nc(SCC(=O)Nc3c(C)cc(C)cc3C)[nH]c2c1,1.0%,.
COc1cc(CNn2nnnc2N)cc(Br)c1OCc1c(Cl)cccc1Cl,-0.4%,-4

# The list is partial, so the mix of outcomes need not match the whole.
